Source: PubChem (National Center for Advancing Translational Sciences (NCATS))
KB-V1 MDR tox: qHTS assay for MDR1-selective chemotherapeutics: Primary screen using the drug-selected MDR subline cells KB-V1; Potency, µM (doses to about 46.1 µM), for the others: top-dose activity change, negative = cytotoxicity, usual class: cytotoxic; KB-V1 MDR cells viability, CellTiter-Glo, 72 h; actives 3.4% (n = 400,000); AID 1347076, 2019; note: potency is the fitted concentration of half-maximal effect; % is set by controls: 0 for no effect and ±100 for the full control effect; nearly all actives have a fitted effect of over 60% in size
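Cells of the MDR subline KB-V1 are plated, dosed with compound at multiple concentrations, and incubated 72 h at 37 degrees C; CellTiter-Glo is then added and luminescence read after 10 min.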
HT1080NT lethal: qHTS for induction of synthetic lethality in tumor cells producing 2HG: qHTS for the HT-1080-NT fibrosarcoma cell line; HT-1080-NT fibrosarcoma viability, CellTiter-Glo ATP luminescence, 48 h; Potency, µM (doses to about 46.1 µM), for inactives: at the top dose activity, negative = less viability, actives largely listed as cytotoxic; actives 1.6% (n = 360,000); AID 686970, 2013;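 note: NT is the 2HG producing partner of a matched IDH1 knockdown line; potency is the fitted concentration of half-maximal effect; 0% = DMSO-treated cells and -100% = media-only wells without cells; nearly all actives have a fitted effect of over 55% in size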
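750 cells/well, RPMI + 5% FBS; 2 h settle, compound pin-transfer, 48 h at 37 degrees C. CellTiter-Glo 10 min RT, luminescence. Normalized to DMSO and media-only wells.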
SW480 rereplic: A quantitative high throughput screen for small molecules that induce DNA re-replication in SW480 colon adenocarcinoma cells | AID 624297, 2012 | SW480 DNA re-replication, Hoechst DNA content imaging, 48 h | Potency, µM (titrated, usually from 46.1 µM), without a hit: at the highest dose re-replication activation, actives largely listed as activators | actives 1.8% (n = 340,000); note: potency is the fitted concentration of half-maximal effect; % of control where 0% means no effect; nearly all actives have a fitted effect of over 55% in size
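250 cells/well; 23 nL cpd via pin tool; 48 hr, 37 C, 5% CO2; Hoechst 40 min; imager read of total nuclear intensity, ex 405/em 500-530 nm.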
KB-3-1 cytotox: qHTS assay for MDR1-selective chemotherapeutics: Primary screen using the parental adenocarcinoma cell KB-3-1; actives 1.4% (n = 400,000); Potency, µM (top dose mostly 46.1 µM), for the others: top-dose activity change, negative = cytotoxic, hits mostly cytotoxic; AID 1347075, 2019; KB-3-1 viability, CellTiter-Glo ATP luminescence, 72 h; note: potency is the fitted concentration of half-maximal effect; % is set by controls: 0 for no effect and ±100 for the full control effect; nearly all actives have a fitted effect of over 60% in size
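KB-3-1 cells, DMEM (no phenol red) + 10% FBS; compound by pin transfer, 72 h, 37 °C. Readout: CellTiter-Glo luminescence after 10 min. Data normalized, curve-fitted.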
HT1080 IDH1KD tx: qHTS for induction of synthetic lethality in tumor cells producing 2HG: qHTS for the HT-1080-IDH1KD cell line; HT-1080 IDH1 knockdown viability, ATP luminescence, 48 h; Potency, µM (titrated, usually from 46.1 µM), inactives show at the top dose activity, negative = toxicity, hits mostly cytotoxic; actives 2% (n = 360,000); AID 686971, 2013;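 note: potency is the fitted concentration of half-maximal effect; 0% = DMSO wells and -100% = cell-free medium wells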
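Luminescent ATP read-out (CellTiter-Glo, 10 min at room temperature) after 48 h compound exposure at 37 °C gave viability of IDH1-knockdown HT-1080 cells. Activity was normalised to DMSO and cell-free wells, then fitted as concentration-response curves.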
IL1B secr inh: qHTS for Inhibitors of Inflammasome Signaling: IL-1-beta AlphaLISA Primary Screen; activity change, % at 57.5 µM; actives 4.7% (n = 360,000); THP-1 LPS/ATP IL-1B secretion, AlphaLISA, 16 h; stronger effect = lower value; in the data active = activity change below about -50%; inconclusive = mostly about -30% to -49%; note: % is set by controls: 0 for no effect and ±100 for the full control effect
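Secreted IL-1B measured by AlphaLISA bead assay after 16 h compound exposure of THP-1 cells; compounds (final up to 57.5 uM) added 1 h before LPS (250 ng/mL) and ATP (1.25 mM) stimulation; lower signal means less secretion.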
GLP1R ag: qHTS of GLP-1 Receptor Agonists | AID 624172, 2012 | Potency, µM (doses to about 45.6 µM), without a hit: top-dose activation, actives largely listed as activators | actives 0.007% (n = 380,000) | Glucagon-like peptide 1 receptor (Homo sapiens), P43220 | HEK293 GLP-1R CRE-luciferase, luminescence, 4-6 h; cells express a hypersensitive GLP-1R form; note: potency is the fitted concentration of half-maximal effect; % of control where 0% means no effect
Target sequence (P43220 whole entry, looked up): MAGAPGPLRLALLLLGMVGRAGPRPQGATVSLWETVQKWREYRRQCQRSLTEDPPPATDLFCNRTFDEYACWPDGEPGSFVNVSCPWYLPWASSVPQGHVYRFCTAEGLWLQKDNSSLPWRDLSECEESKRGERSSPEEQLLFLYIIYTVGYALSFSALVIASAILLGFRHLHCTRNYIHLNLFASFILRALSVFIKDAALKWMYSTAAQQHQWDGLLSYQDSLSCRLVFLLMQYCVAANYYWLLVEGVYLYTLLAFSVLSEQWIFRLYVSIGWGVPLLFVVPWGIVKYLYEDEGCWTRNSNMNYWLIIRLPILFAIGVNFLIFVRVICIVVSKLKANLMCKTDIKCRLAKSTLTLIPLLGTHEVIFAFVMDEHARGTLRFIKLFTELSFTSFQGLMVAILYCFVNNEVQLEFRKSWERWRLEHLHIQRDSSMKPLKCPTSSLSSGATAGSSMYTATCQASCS
D3 ag: qHTS of D3 Dopamine Receptor Agonist: qHTS. D3R DiscoveRx beta-arrestin cells, luminescence, 90 min. D(3) dopamine receptor (Homo sapiens), P35462. max activation, %. actives 0.58% (n = 410,000). AID 652048, 2013; in the data active = max activation above about 30%; note: 0% is about no effect; mostly tested at two doses, the higher about 12 µM
Target sequence (P35462 whole entry, looked up): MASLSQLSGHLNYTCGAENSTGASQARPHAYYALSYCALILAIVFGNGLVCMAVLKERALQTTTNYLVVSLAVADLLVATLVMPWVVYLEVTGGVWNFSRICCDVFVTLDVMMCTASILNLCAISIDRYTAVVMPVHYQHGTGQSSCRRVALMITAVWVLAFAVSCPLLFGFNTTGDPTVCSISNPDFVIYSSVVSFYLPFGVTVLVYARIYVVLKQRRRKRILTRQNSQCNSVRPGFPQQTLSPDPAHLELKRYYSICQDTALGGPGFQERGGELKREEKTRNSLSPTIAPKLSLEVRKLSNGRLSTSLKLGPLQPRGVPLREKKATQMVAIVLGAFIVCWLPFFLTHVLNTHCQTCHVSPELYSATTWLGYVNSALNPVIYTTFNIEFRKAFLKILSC
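Agonist mode: compounds and dopamine controls were applied to plated cells for 90 min at 37 degrees C after an overnight attachment at 1500 cells/well. Luminescent read-out followed 30 - 60 minutes at room temperature with DiscoveRx detection reagent.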
DRD3 antagonist: qHTS of D3 Dopamine Receptor Antagonist: qHTS | D(3) dopamine receptor (Homo sapiens), P35462 | D3R cells, DiscoveRx beta-arrestin luminescence, antagonist mode; stronger effect = lower value | max response, negative = inhibition, % | actives 2.5% (n = 360,000) | AID 652054, 2013; in the data active = max response below about -50%; inconclusive = no clear call, values can overlap the other calls; note: % is set by controls: 0 for no effect and ±100 for the full control effect; mostly tested at two doses, the higher about 12 µM
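Cells plated overnight at 1500 cells/well, then exposed to library compounds with dopamine controls for 90 minutes at 37 degrees C. DiscoveRx reagent added for 30–60 minutes at room temperature; luminescence read, quantitative HTS format.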
Starred values were filed as active, the others as inactive; ? = inconclusive; / = no result given; [ ] = another dose, or the depositor's remark. Unless noted, calls come from the whole dose curve; as a rule, active = well fitted curve in the direction sought with a large enough effect; inconclusive = small, poorly fitted or top-dose-only effect, or another doubt; inactive = no such curve, though single readings can be large; an effect the other way counts as inactive or inconclusive.

SMILES	KB-V1 MDR tox	HT1080NT lethal	SW480 rereplic	KB-3-1 cytotox	HT1080 IDH1KD tx	IL1B secr inh	GLP1R ag	D3 ag	DRD3 antagonist
O=C(c1ccccc1[N+](=O)[O-])N(CCc1ccccc1)Cc1ccccc1	0%	-7%	9%	-19%	-5%	-2	8%	-5	-15
C[C@H](CO)N1C[C@H](C)[C@@H](CN(C)C(=O)NC2CCCCC2)Oc2ccc(NS(=O)(=O)c3cn(C)cn3)cc2C1=O	0%	9%	-5%	0%	14%	7	3%	-27	0
Cc1nc(N=C(N)N)nc2c(C)cccc12	-11%	10µM*	?	10µM*	33µM*	-96*	-4%	7	15
Cc1cc2nnc(SCC(=O)N3C(C)CCCC3C)n2c(N)n1 (centres undefined)	-15%	1%	3%	-6%	-6%	10	-9%	-4	-24
CC(C)(C)Cn1c(=O)[nH]c(=O)c2cc([N+](=O)[O-])cnc21	?	3%	-38%[inhibitor]	?	4%	20	-8%	-2	-28
COCCn1c(SC2CCCCC2=O)nnc1-c1ccncc1 (centres undefined)	10%	20%	-1%	12%	21%	13	-6%	1	15
CC(C)[C@H]1C(=O)Nc2ccccc2N1C(=O)N[C@@H](Cc1ccccc1)C(=O)N[C@@H](C(=O)O)c1ccccc1	2%	7%	-6%	0%	3%	13	-2%	24	9
CCn1c(=O)n(CC(=O)NCC2CCCO2)c(=O)c2c3c(sc21)COC(C)(C)C3 (centres undefined)	10%	1%	-12%	13%	14%	4	-4%	6	14
Cc1cccc(C)c1C(O)c1ncc(-c2cccc3ccccc23)[nH]1 (centres undefined)	5%	?	/	0%	?	-11	-6%	1	-76*
O=C(Nc1cccn(Cc2c(Cl)cccc2Cl)c1=O)c1c(Cl)cccc1Cl	3.7µM*	-8%	20%	21µM*	-9%	?	-1%	-2	-2
O=C(Nc1ccc2c(c1)OCCO2)c1cnn(-c2ccccc2)n1	?	22%	-3%	16%	21%	-28	0%	5	-3
CC(C)c1ccc(C(=O)N(c2ccccn2)C(C)c2ccco2)cc1 (centres undefined)	-9%	4%	?	3%	6%	15	4%	2	-1
O=C(Nc1ccc(-c2nc3ccccc3o2)cc1)c1cccnc1	-9%	10%	-8%	21%	-3%	25	-12%	9	63
O=C1CN(C(=O)C2CCC(=O)N(CCc3ccc(Cl)cc3)C2)CCN1 (centres undefined)	9%	1%	3%	2%	3%	21	-3%	2	-7
COc1ccc(C(=O)C2CCCN(C(=O)CCNC(C)=O)C2)cc1OC (centres undefined)	-4%	-1%	?	-21%	-6%	0	-3%	0	-9
Cc1cc(O)cc(O)c1/C=N/NC(=O)c1ccc2c(c1)OCCO2	?	?	/	?	13µM*	117	-5%	6	2
O=C(CSc1ccc2nnc(-c3cccnc3)n2n1)Nc1ccccc1F	-1%	4%	/	-1%	2%	-9	7%	2	17
CCOC(=O)C1(C)CCN1C(=O)c1c(F)cccc1F (centres undefined)	0%	17%	/	0%	13%	7	-1%	5	38
COCC(C)NC(=O)c1ccc2c(c1)S(=O)(=O)c1ccccc1C2=O (centres undefined)	-1%	1%	-7%	1%	-4%	-12	5%	2	-4
CC(=O)Nc1ccc(SC[C@H](CC(C)C)N2CCN(CC(C)C)CCC2=O)cc1	-1%	-1%	?	-4%	?	?	-4%	-26	-13
COc1ccc(CNc2nc3ccccc3n2Cc2ccc(Cl)cc2)cc1OC	0%	21µM*	5%	0%	16µM*	-89*	8%	-15	9
COC(=O)c1ccc(C(=O)NC2CCCc3c2cnn3-c2ccccc2F)nc1 (centres undefined)	4.1µM*	?	18µM*	?	?	75	2%	3	2
CCN(CC)C(=O)c1ccc2sc([C@@H]3O[C@H](CO)[C@H](O)[C@H](O)[C@H]3O)nc2c1	-7%	20%	/	0%	19%	-1	-2%	-5	0
O=C(C1=C[C@@H](c2ccccc2)C[C@@H](OCc2ccc(CO)cc2)O1)N1CCOCC1	15%	19%	-29%	0%	11%	0	-3%	-1	24
O=S(=O)(CCc1nc2ccccc2o1)c1ccc(Cl)c(Cl)c1	19%	-5%	-4%	-2%	0%	-7	-10%	5	?
CS(=O)(=O)N1CCN(c2ccccc2NC(=O)c2cc(Br)ccc2Cl)CC1	0%	-16%	3%	?	-13%	-9	11%	1	12
O=C(OCCN1C(=O)c2ccccc2C1=O)C1CCN(S(=O)(=O)c2cccs2)CC1	-1%	2%	-16%	-2%	-2%	15	-1%	0	4
CN(C)S(=O)(=O)c1ccc(N2CCCC2)c(C(=O)NNC(=O)COc2ccccc2F)c1	-3%	3%	-3%	-4%	7%	-4	-1%	6	-1
COc1ccc(OCCSc2ncn[nH]2)cc1	13%	0%	4%	27%	-11%	-1	-8%	12	5
Cc1ccc(S(=O)(=O)N2CCN(C(=O)CSCc3ccc(C(C)C)cc3)CC2)cc1	-5%	-16%	-14%	?	-24%	14	10%	10	15
CCC1(CC)NC(=O)N(CC(=O)Nc2ccc(-n3cnnn3)cc2)C1=O	0%	-7%	0%	-7%	-3%	-11	-7%	0	-8
CCCCC(=O)Nc1cccn2ncnc12	-24%	14%	-4%	9%	?	-22	2%	1	16
O=[N+]([O-])c1ccc(S(=O)(=O)NCCc2ccncc2)cc1	-3%	-4%	-10%	-1%	2%	13	3%	-3	4
CSc1ccccc1C(=O)Nc1nccs1	2%	-1%	0%[9.22 µM]	14%	-2%	18	4%	-3	14
Cc1ccc(-c2ccc3c(c2)O[C@H](CN(C)C(=O)CC2CC2)[C@H](C)CN([C@@H](C)CO)S3(=O)=O)cc1	-1%	3%	/	24%	2%	-1	-2%	4	3
O=C(c1ccc(F)cc1)N1CCN(c2ccc(N3CCOCC3)nn2)CC1	-6%	4%	-13%	13%	14%	15	6%	0	-7
CCOC(=O)CC(C)(C)/C(C)=N/Nc1ccc([N+](=O)[O-])cc1[N+](=O)[O-]	?	-3%	2%	1%	-15%	10	9%	2	-3
Cc1ccc(S(=O)(=O)N2c3ccccc3NC(=O)CC2C)cc1 (centres undefined)	8%	18%	1%	1%	14%	27	14%	-3	-24
COc1nonc1NC(=O)CSc1nc2ccccc2[nH]1	0%	17%	-4%	10%	21%	4	-15%	1	5
Cc1noc(C)c1NC(=O)N(C)C[C@@H]1OCc2cnnn2CCCC(=O)N([C@@H](C)CO)C[C@H]1C	22%	9%	/	18%	6%	14	1%	-4	-8
CCc1ccc(C(=O)NNC(=O)CC2OC(=O)c3ccccc32)cc1 (centres undefined)	1%	-2%	-4%	20%	5%	16	-8%	1	17
C[C@H]1CN([C@@H](C)CO)C(=O)c2cc(Br)cnc2O[C@H]1CN(C)S(=O)(=O)c1ccccc1F	?	10%	/	6%	9%	7	2%	-5	-29
COc1ccc(Cl)cc1C(=O)N1CCN(c2ccccn2)CC1	0%	3%	14%	-3%	3%	10	1%	-3	1
O=C(CO/N=C/c1ccc(OC(F)F)cc1)NCc1ccc(F)cc1	?	-2%	2%	-13%	-14%	-66*	17%	2	6
O=C(CSc1n[nH]c(=O)n1Cc1ccco1)Nc1ccccc1	?	0%	-4%	7%	3%	35	-5%	2	10
CN(Cc1ccccc1)Cc1nc2c(c(=O)n(C)c(=O)n2C)n1CCCc1ccccc1	16µM*	14%	-6%	2%	21%	-24	-6%	-3	17
Cc1cc(C(=O)CSc2nc3ccccc3[nH]2)c(C)n1CC1CCCO1 (centres undefined)	2.3µM*	1%	0%	3.7µM*	?	-7	-4%	19	79
COc1ccc2oc(C(=O)NC3(C)CCS(=O)(=O)C3)c(C)c2c1 (centres undefined)	14%	1%	0%	-1%	18%	5	-3%	-1	12
CNC(=S)N1N=C2c3ccccc3CCC2C1c1ccccc1Cl (centres undefined)	?	17%	-7%	-28%	0%	/	5%	3	4
O=C(Nc1nc2nccc(-c3ccccc3)n2n1)c1ccccc1	28%	26%	0%	29%	30%	-10	16%	2	-8
Cc1ccc(N2CC(C(=O)Nc3ccc(N(C)C)cc3)CC2=O)cc1Cl (centres undefined)	0%	/	/	-3%	/	/	-5%	1	/
O=C(CCCN1C(=O)c2ccccc2C1=O)Nc1ccc(S(=O)(=O)N2CCOCC2)cc1	0%	4%	-2%	-3%	1%	11	-3%	5	-3
COc1ccc(CCNC(=O)COC(=O)CCC(=O)c2ccc(F)cc2)cc1	-1%	9%	-4%	3%	17%	-5	1%	6	10

As a working copy, part of the list above:
SMILES	KB-V1 MDR tox	HT1080NT lethal	SW480 rereplic	KB-3-1 cytotox	HT1080 IDH1KD tx	IL1B secr inh	GLP1R ag	D3 ag	DRD3 antagonist
O=C(Nc1nc2nccc(-c3ccccc3)n2n1)c1ccccc1	28%	26%	0%	29%	30%	-10	16%	2	-8
Cc1ccc(N2CC(C(=O)Nc3ccc(N(C)C)cc3)CC2=O)cc1Cl (centres undefined)	0%	/	/	-3%	/	/	-5%	1	/
O=C(CCCN1C(=O)c2ccccc2C1=O)Nc1ccc(S(=O)(=O)N2CCOCC2)cc1	0%	4%	-2%	-3%	1%	11	-3%	5	-3
COc1ccc(CCNC(=O)COC(=O)CCC(=O)c2ccc(F)cc2)cc1	-1%	9%	-4%	3%	17%	-5	1%	6	10
